# Mito fusion yeast: qHTS Assay for Small Molecule Inhibitors of Mitochondrial Division or Activators of Mitochondrial Fusion. S. cerevisiae fusion-defective mutant growth rescue, CellTiterGlo 48 h. Potency, µM (titrated, usually from 46.1 µM), without a hit: at the top dose growth rescue (activation), actives largely listed as activators. 0.23% of 320,000 active. AID 485298, 2010;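 further: potency means the concentration at half of the fitted maximal effect; % of control where 0% means no effect; nearly all actives have a fitted effect of over 45% in size; temperature-sensitive fusion mutants such as fzo1-1 at 37 °C on non-fermentable ethanol glycerol medium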
#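 Growth-rescue viability read-out: after 48 h at the non-permissive 37C in glycerol/ethanol YPEG, yeast mitochondrial fusion mutants are measured by CellTiterGlo luminescence; compounds (23 nl pinned per well) restoring growth score as division inhibitors or fusion activators.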
# S-ASM inh: Inhibitors of Secretory Acid Sphingomyelinase (S-ASM): qHTS. Sphingomyelin phosphodiesterase (Homo sapiens), P17405. placental ASM, HMU-PC fluorogenic substrate, 60 min. Potency, µM (series often up to 57.5 µM), inactives show at the highest dose activity change, negative = inhibition, hits mostly inhibitors. 0.006% of 340,000 active; further: potency means the concentration at half of the fitted maximal effect
# Target sequence (P17405 47-631 limits assumed): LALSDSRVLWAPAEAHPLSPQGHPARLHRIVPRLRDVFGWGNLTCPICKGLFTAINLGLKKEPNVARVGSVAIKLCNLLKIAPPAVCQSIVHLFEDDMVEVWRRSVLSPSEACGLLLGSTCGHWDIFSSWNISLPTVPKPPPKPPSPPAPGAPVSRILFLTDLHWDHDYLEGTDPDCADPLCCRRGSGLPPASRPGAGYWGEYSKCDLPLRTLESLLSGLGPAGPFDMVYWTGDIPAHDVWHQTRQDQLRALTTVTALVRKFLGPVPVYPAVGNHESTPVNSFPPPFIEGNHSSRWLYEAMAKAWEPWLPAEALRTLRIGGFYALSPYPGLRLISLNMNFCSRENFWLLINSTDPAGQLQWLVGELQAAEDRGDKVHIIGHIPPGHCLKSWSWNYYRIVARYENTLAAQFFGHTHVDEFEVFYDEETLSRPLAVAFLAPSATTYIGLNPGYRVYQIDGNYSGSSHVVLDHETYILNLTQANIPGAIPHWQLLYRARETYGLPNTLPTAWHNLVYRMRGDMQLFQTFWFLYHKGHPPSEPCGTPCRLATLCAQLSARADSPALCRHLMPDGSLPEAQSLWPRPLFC
#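 Fluorogenic HMU-PC substrate (9 uM final) is turned over by placental ASM in 60 min at 37 C after a 10 min compound preincubation. Reaction ended by alkaline stop (pH 10), with fluorescence read at 386/447 nm.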
# MBNL1 CUG block: qHTS Assay for Inhibitors of MBNL1-poly(CUG) RNA binding; Muscleblind-like protein 1 (Homo sapiens), Q9NR56; TR-FRET MBNL1-His/biotin-(CUG)12 binding, 665/545 ratio; Potency, µM (top dose mostly 57.5 µM), for inactives: at the top dose activity change, negative = inhibition, actives largely listed as inhibitors; 0.036% of 280,000 active; AID 2675, 2010; active means well fitted inhibition curve with a large enough effect in the signal ratio, with a control signal flat, not every such curve was filed as active; inconclusive means small, poorly fitted or top-dose-only effect, or effect the other way, or a change in a side signal; inactive means no such curve, though single readings can be large or run the other way; the % refers to the signal ratio; further: potency means the concentration at half of the fitted maximal effect; on the % scale 0 is the no-effect control and ±100 the full control effect
#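 Compound titration spanned 92 nM–58 uM against the MBNL1-His/biotin-(CUG)12 complex. After 60 min at room temperature with 5 nM streptavidin-XL665 and 0.055 ng/ul terbium anti-His, ratiometric 665/545 nm emission (Ex 340 nm) normalized to controls.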
# TCR activator: Activators of T cell receptors: qHTS campaign. primary human leukocytes, anti-CD3, IL-2 HTRF, 48 h. AID 504894, 2011. 330,000 tested, under 10 active. Potency, µM (series often up to 9.22 µM), inactives show top-dose activation of IL-2 secretion, actives largely listed as activators; further: % of control where 0% means no effect
#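 Using a-CD3 beads without co-stimulation, primary human leukocytes were exposed to compounds for 48 hr. An HTRF IL-2 kit measured the cytokine, with europium-to-d2 energy transfer producing emission at 665nm upon 320nm excitation.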
# Menin MLL FP TR: qHTS Assay for Inhibitors Targeting the Menin-MLL Interaction in MLL Related Leukemias: Competition With Texas Red Labeled MLL-derived Mutant Peptide; O00255; 0.23% of 270,000 active; Potency, µM (highest dose often 61.6 µM), for inactives: at the top dose FP activity change, negative = inhibition, actives largely listed as inhibitors; Menin + Texas Red MLL mutant peptide, fluorescence polarization; active means well fitted inhibition curve with a large enough effect in the polarisation, with a control signal flat, not every such curve was filed as active; inconclusive means small, poorly fitted or top-dose-only effect, or effect the other way, or a change in a side signal; inactive means no such curve, though single readings can be large or run the other way; the % refers to the polarisation; further: potency means the concentration at half of the fitted maximal effect; % of control where 0% means no effect; many of its hits are not listed in these tables
# CXXC DNA block: qHTS Fluorescence Polarization Assay for Inhibitors of MLL CXXC domain - DNA interaction | 0.037% of 290,000 active | Histone-lysine N-methyltransferase 2A (Homo sapiens), Q03164 | AID 2662, 2010 | Potency, µM (top dose mostly 115 µM), for the others: at the top dose activity change, negative = inhibition, most hits filed as inhibitors | MLL-CXXC / FITC-HOXA9 DNA fluorescence polarization; active means well fitted inhibition curve with a large enough effect in the polarisation, with a control signal flat, not every such curve was filed as active; inconclusive means small, poorly fitted or top-dose-only effect, or effect the other way, or a change in a side signal; inactive means no such curve, though single readings can be large or run the other way; the % refers to the polarisation; further: potency means the concentration at half of the fitted maximal effect
#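 Steps: dispense CXXC domain solution (7 uM) → pin compounds or unlabeled HOX-A9 DNA control → 5 min ambient → add FLSN-HOX-A9 solution (50 nM) → spin → 30 min ambient → fluorescence polarization. Tris pH 7.5/NaCl/DTT/BSA buffer.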
# AT treatment: qHTS Assay for Identifying a Potential Treatment of Ataxia-Telangiectasia. […] A-T fibroblasts, KAP-1 phosphorylation AlphaLISA; neocarzinostatin DNA damage 30 min before lysis. Potency, µM (titrated, usually from 57.5 µM), inactives show top-dose activation, most hits filed as activators. 0.19% of 320,000 active; further: potency means the concentration at half of the fitted maximal effect; % of control where 0% means no effect; nearly all actives have a fitted effect of over 45% in size
#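 hTERT-immortalized A-T patient fibroblasts ([…]), 500 cells/well in OPTI-MEM, 1% FBS, got compounds for 60 min, then NCS for 30 min at 37C. Lysates were then assayed for phospho-KAP-1 by AlphaLISA (anti-pKAP1 donor, anti-KAP1 acceptor beads), 6 hr at 25C.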
# TSHR antag: Antagonists of the Thyroid Stimulating Hormone Receptor: HTS campaign; Thyrotropin receptor (Homo sapiens), P16473; TSHR-expressing cells, TSH-stimulated cAMP HTRF, 2 h; stronger effect = lower value; activity change, negative = inhibition, % at 11.5 µM; 0.2% of 330,000 active; AID 504810, 2011;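 active means activity change below a set negative limit, meaning inhibition stronger than a set level, cut at about -70% in these data; inconclusive means activity change between two set negative limits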; further: on the % scale 0 is the no-effect control and ±100 the full control effect
#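 Inhibition of cAMP made by TSHR-expressing cells under TSH stimulation (4nM final, EC80; 2 h, 37 deg C) is quantified with a one-step lysis HTRF kit, anti-cAMP cryptate versus cAMP-d2.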
# Integrin act MD: qHTS for Activators of Integrin-Mediated Alleviation for Muscular Dystrophy; alpha7betagal myoblasts, beta-gal FDG fluorescence, 48 h; Potency, µM (top dose mostly 38.3 µM), inactives show at the highest dose activation, actives largely listed as activators; 0.064% of 350,000 active; AID 624291, 2012;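 further: potency means the concentration at half of the fitted maximal effect; 100% = response of the positive control SU9516; nearly all actives have a fitted effect of over 60% in size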
#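 Alpha7betagal+/- myoblasts (passage 13) were plated 16-24 hr, then exposed to compounds (1:260 dilution of DMSO stock) for 48 hours at 37C. After MPER lysis, β-galactosidase reporter activity was read as FDG fluorescence (ex 480/em 540) after 30 minutes.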
# PTAP TSG101 blk: qHTS Assay for Iinhibitors of HIV-1 Budding by Blocking the Interaction of PTAP/TSG101; Fluorescence polarization, FITC-PTAP peptide / Tsg101 binding; Potency, µM (doses to about 115 µM), without a hit: at the highest dose activity change, negative = inhibition, hits mostly inhibitors; AID 493005, 2010; 340,000 tested, under 10 active; Tumor susceptibility gene 101 protein (Homo sapiens), Q99816; active means well fitted inhibition curve with a large enough effect in the main read-out, with a control signal flat, not every such curve was filed as active; inconclusive means small, poorly fitted or top-dose-only effect, or effect the other way, or a change in a side signal; inactive means no such curve, though single readings can be large or run the other way; further: potency means the concentration at half of the fitted maximal effect; % of control where 0% means no effect
# Target sequence (Q99816 whole entry, looked up): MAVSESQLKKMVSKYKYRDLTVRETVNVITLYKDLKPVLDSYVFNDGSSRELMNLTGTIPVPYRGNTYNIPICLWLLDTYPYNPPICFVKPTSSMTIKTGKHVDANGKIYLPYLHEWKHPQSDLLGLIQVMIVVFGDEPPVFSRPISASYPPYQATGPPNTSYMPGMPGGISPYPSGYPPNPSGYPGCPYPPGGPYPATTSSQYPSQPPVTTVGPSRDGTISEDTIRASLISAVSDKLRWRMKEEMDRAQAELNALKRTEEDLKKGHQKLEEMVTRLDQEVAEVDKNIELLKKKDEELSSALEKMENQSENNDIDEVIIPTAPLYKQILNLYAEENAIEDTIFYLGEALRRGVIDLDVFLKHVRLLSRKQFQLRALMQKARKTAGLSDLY
#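 Steps: Tsg101 binding domain dispensed (10 uM final), compounds pinned in DMSO, FITC-labeled PTAP-motif peptide added (50 nM final); after 20 min binding at room temperature, polarization measured.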
# An asterisk follows results filed as active; ? = inconclusive; . = not tested or not shown; [ ] = dose if it differs, or a comment. Unless noted, the call rests on the fitted dose curve; in most records, active means well fitted curve in the direction sought with a large enough effect; inconclusive means small, poorly fitted or top-dose-only effect, or another doubt; inactive means no such curve, though single readings can be large; an effect the other way counts as inactive or inconclusive. Only part of the results is shown. The share of hits here may be higher or lower than overall.
canonical_smiles	TCR activator	Menin MLL FP TR	PTAP TSG101 blk	TSHR antag	Mito fusion yeast	S-ASM inh	MBNL1 CUG block	AT treatment	CXXC DNA block	Integrin act MD
CCOC(=O)/C(C#N)=C\c1cc(C)n(-c2ccccc2)c1C	.	-3.9%	-1.6%	?	-1.1%	16.4%	5.0%	.	-2.6%	-2.6%
Cn1cccc1/C=N/NC(=O)c1cccc(OC(F)(F)C(F)F)c1	-2.4%[46.1 µM]	8.8%	-1.5%	2.3	3.1%	-0.7%	3.2%	-3.4%	7.5%	-2.9%
COc1cccc(Nc2nc(=O)[nH]nc2C)c1	-3.7%	-11.1%	-1.4%	-7.2	-0.7%	6.7%	-6.1%	5.5%	-2.8%	-4.8%
Cc1ccc(O)c(N=Nc2ccccc2)n1	-1.7%	-11.3%	-4.2%	-20.6	4.8%	-2.1%	?	.	?	.
O=C(CSc1nnc(-c2cccs2)n1-c1cccc(Cl)c1)c1cccc2c1OCCO2	0.3%	-1.6%	-6.5%	-8.3	1.2%	-10.2%	-8.8%	0.5%	28.3%	?
Cc1ccc(OCc2ccc(C(=O)N3CCCC3)o2)c([N+](=O)[O-])c1	4.3%	-2.2%	-3.3%	9.5	-1.0%	-1.1%	?	-2.2%	4.1%	24.9%
CCC(=O)Nc1cccc(Oc2nc(C)cc(C)c2C#N)c1	9.9%	-2.9%	-0.1%	-7.0	2.2%	2.9%	-7.1%	8.2%	0.4%	5.1%
COc1ccccc1NC(=O)CSc1nnc(CNC(=O)COc2ccc(Cl)cc2)o1	-0.1%	41.2%[activator]	-8.0%	-7.2	0.4%	-2.7%	4.1%	-0.5%	-5.0%	-8.7%
CCOC(=O)c1ccc(N2C(=O)c3n[nH]c(C)c3C2c2ccc(OC)cc2OC)cc1 (stereo not drawn)	-8.3%[46.1 µM]	-3.4%	2.5%	1.4	-2.6%	-17.3%	-9.9%	2.8%	-0.7%	-60.9%[inhibitor]
COCC(C)Nc1ncnc2c1cnn2-c1ccc(Cl)cc1 (stereo not drawn)	1.1%	30.3%[activator]	-3.6%	-21.4	?	-0.2%	-0.7%	.	-0.9%	?
O=C(O)c1ccccc1SC1CC(=O)N(c2ccccc2)C1=O (stereo not drawn)	-3.7%[46.1 µM]	6.2%	-2.9%	10.1	-8.4%	6.1%	.	-2.9%	-20.0%	-9.0%
Cc1cc(N2C(=O)C(O)=C(C(=O)c3ccc(C)o3)C2c2ccc([N+](=O)[O-])cc2)no1 (stereo not drawn)	6.4%	.	-5.2%	-11.4	-1.3%	-2.0%	13.3%	11.2%	6.7%	-16.2%
O=C(Cn1cnc(S(=O)(=O)N2CCCCC2)c1)NCc1ccco1	9.6%	.	-1.3%	-2.4	-1.7%	-0.3%	1.7%	4.7%	12.1%	-9.2%
O=Cc1cc(N=Nc2ccccc2Cl)ccc1O	1.4%	?	-2.0%	-38.9	?	-9.7%	10.7%	-6.0%	9.1%	0.0%
CC(=O)NCCCc1nc2ccccc2n1Cc1ccccc1F	7.7%	.	2.0%	1.3	0.5%	-0.7%	0.4%	5.7%	4.4%	-8.3%
C=C(NC(C)=O)c1c(F)cccc1F	-0.5%	.	-0.4%	0.3	-9.2%	4.1%	.	16.0%	.	-11.6%
COc1ccc(OC)c(NC(=O)C(C)Oc2ccc(Br)cc2)c1 (stereo not drawn)	-4.7%	0.2%	-1.6%	-1.3	1.9%	-1.1%	-6.0%	6.4%	-5.7%	-5.6%
O=C(c1ccc(Br)cc1)N1CCC(C(=O)N2CCN(Cc3ccccc3)CC2)CC1	15.0%	.	-3.2%	37.1	3.0%	0.6%	-6.9%	-28.2%	33.6%[activator]	-6.5%
O=C(N/N=C/c1sc(N2CCCCC2)nc1-c1cccs1)c1cccnc1	-8.2%	?	3.9%	0.1	10.6%	10.7%	?	-1.8%	?	0.0%
COc1ccccc1C1C(C(C)=O)=C(O)C(=O)N1c1ccc(O)cc1 (stereo not drawn)	-3.1%	-0.1%	-3.7%	-13.1	1.4%	1.6%	19.5%	6.5%	-9.6%	-30.5%
COc1ccc(-c2nc(CS(=O)CC(=O)N3CCCC3)c(C)o2)cc1 (stereo not drawn)	-5.3%	0.0%	-1.1%	8.4	0.7%	3.8%	-14.6%	11.8%	4.5%	2.6%
CCOC(=O)N1CCN(C(=O)c2ccc3c(SCC(=O)O)c4c(nc3c2)CCC4)CC1	4.7%	-6.9%	0.7%	2.5	3.1%	1.1%	16.6%	-0.4%	-8.5%	4.6%
CS(=O)(=O)N(CC(=O)NCCSc1ccccn1)c1cccc2ccccc12	-1.3%[46.1 µM]	-19.5%	0.8%	12.1	-0.5%	-0.3%	1.9%	-0.8%	0.3%	-2.7%
CC1CCN(S(=O)(=O)c2ccc3c(ccn3CCC(=O)NC(C)C)c2)CC1	-1.1%	.	-10.2%	13.6	2.4%	8.7%	0.1%	3.7%	-22.1%	29.3%
CC(C)(C)NC(=O)C(c1ccccn1)N(C(=O)c1csnn1)C1CCCC1 (stereo not drawn)	8.7%	.	-2.0%	1.3	6.6%	1.5%	1.3%	-2.8%	-3.3%	-21.1%
Oc1ccccc1/C=N/n1c2ccccc2c2ccccc21	-1.3%	?	-4.3%	3.4	0.9%	-24.6%	1.2%	1.2%	6.8%	-4.3%
Cc1ccc(NC(=S)NC(=O)C2CCCC2)cc1C	0.7%	.	-5.6%	-6.0	-2.6%	-0.2%	-1.8%	-0.2%	19.1%	0.0%
COc1cc(/C=N/NC(=S)Nc2cccc(Cl)c2C)ccc1OCC(=O)N1CC(C)OC(C)C1 (stereo not drawn)	0.1%[46.1 µM]	-12.6%	0.4%	-14.7	-2.5%	-8.4%	8.7%	2.4%	1.9%	-27.6%
COc1cc(NC(=NS(=O)(=O)c2ccccc2)c2ccccc2)ncn1	-2.3%	.	0.8%	.	.	-1.1%	.	.	.	6.2%
CCOC(=O)c1c(NC2=NS(=O)(=O)c3ccccc32)sc2c1CCC(C)C2 (stereo not drawn)	0.3%[46.1 µM]	0.3%	0.9%	-8.3	3.1%	45.9%	.	1.2%	7.6%	5.4%
CC(C)CNS(=O)(=O)c1cc(C(=O)N2CC(C)OC(C)C2)c(Cl)cc1Cl (stereo not drawn)	6.6%	-27.0%	-5.7%	2.5	3.7%	-1.1%	-22.9%	5.3%	-1.1%	-14.2%
CCOC(=O)c1c(NC(=O)CNCCO)sc(C)c1C	-6.7%	-1.3%	-2.6%	-9.5	-7.2%	-6.0%	-9.4%	-0.7%	-2.8%	0.2%
Nn1c(SCc2nc3ccccc3[nH]2)nnc1-c1ccccc1	-3.3%	19.1%	-7.2%	25.7	1.4%	-0.8%	-15.7%	-8.2%	-12.7%	6.5%
CCOC(=O)N1CCN(C(=O)CSc2nc(=O)n3ccc(C)cc3n2)CC1	-1.2%	.	-5.0%	-8.4	1.4%	.	.	2.0%	.	-11.3%
CC(C)=CCC/C(C)=C/CC/C(C)=C/CC/C(C)=C/CC1=C(C)C(=O)c2ccccc2C1=O	-10.4%	-20.7%	-4.4%	9.7	-16.1%	-5.0%	4.3%	13.5%	6.9%	.
CSc1ncc(CN2CCc3c([nH]c4ccccc34)C2c2cccc(C)n2)cn1 (stereo not drawn)	2.7%	.	-10.8%	-1.9	11.6%	-5.6%	7.3%	-1.8%	20.3%	0.0%

# Screening results deposited in PubChem by National Center for Advancing Translational Sciences (NCATS).
